E-sel inducer: E-selectin induction on HUVECs. P16581. HUVEC E-selectin immunofluorescence imaging; normalized: neutral wells 0, TNF-alpha wells 100. activation, % at 7.58 µM. actives 0.37% (n = 260,000);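 active = mean E-selectin-positive cell signal at least 10% of the positive control, reached in at least 60% of replicates, without over 20% cell loss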;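 also: in these data hits start at about 27%; measured in HUVEC primary endothelial cells; signal is the percent of cells scored E-selectin positive by PE staining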
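Assay system: HUVEC, human umbilical vein endothelial cells / Amount: 3,000 HUVEC/well / Controls: TNF-alpha positive control, DMSO neutral control / Compound dosing: single concentration / Medium: EGM-2 over gelatin coat / Evaluation: percent E-selectin-positive cells / Signal: immunofluorescence imaging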
PGC1a acetyl inh: PGC1a acetylation modulation, inhibitor mode; U2OS PGC1a acetylation, AlphaScreen anti-acetyl-lysine; with virally co-expressed GCN5 acetyltransferase; inhibition, % at 15.6 µM; actives 0.17% (n = 350,000); AID 651687;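 active = every replicate shows inhibition of at least 40%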;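 also: 0% = neutral control wells and 100% = positive control wells; some results beyond the cut were filed as inactive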
PglD inh: blocks C. jejuni PglD acetyltransferase activity. purified PglD enzyme, DTNB colorimetric CoA detection. AID 602405. actives 0.098% (n = 360,000). inhibition, % at 12.5 µM; in the data active = inhibition above about 16%, passing the limit was not always enough; also: strong numbers were not always called active
miR-122 sensor: blocks miR-122 activity in Huh7 sensor cells; Huh7 miR-122 Renilla luciferase sensor, 48 h; neutral wells = 0, positive control = 100; activation (reporter increase), % at 12.5 µM; actives 0.3% (n = 340,000);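 active = mean replicate activation score at least 90 and every replicate individually at or above 90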;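 also: higher luciferase means less miR-122 activity so hits act as miR-122 inhibitors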
RAD54 branch: blocks human RAD54 Holliday junction branch migration. inhibition, % at 10.4 µM. Q92698. actives 0.14% (n = 360,000). FAM/BHQ fluorescence. AID 602329;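 active = mean normalized replicate activity at least 40 and at least half of replicates scoring 40 or more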;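 also: 0% = median of neutral control wells and 100% = median of positive control wells; inhibitors cause a drop in the FAM fluorescence signal; in these data hits start at about 50%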
Target sequence (Q92698 whole entry, looked up): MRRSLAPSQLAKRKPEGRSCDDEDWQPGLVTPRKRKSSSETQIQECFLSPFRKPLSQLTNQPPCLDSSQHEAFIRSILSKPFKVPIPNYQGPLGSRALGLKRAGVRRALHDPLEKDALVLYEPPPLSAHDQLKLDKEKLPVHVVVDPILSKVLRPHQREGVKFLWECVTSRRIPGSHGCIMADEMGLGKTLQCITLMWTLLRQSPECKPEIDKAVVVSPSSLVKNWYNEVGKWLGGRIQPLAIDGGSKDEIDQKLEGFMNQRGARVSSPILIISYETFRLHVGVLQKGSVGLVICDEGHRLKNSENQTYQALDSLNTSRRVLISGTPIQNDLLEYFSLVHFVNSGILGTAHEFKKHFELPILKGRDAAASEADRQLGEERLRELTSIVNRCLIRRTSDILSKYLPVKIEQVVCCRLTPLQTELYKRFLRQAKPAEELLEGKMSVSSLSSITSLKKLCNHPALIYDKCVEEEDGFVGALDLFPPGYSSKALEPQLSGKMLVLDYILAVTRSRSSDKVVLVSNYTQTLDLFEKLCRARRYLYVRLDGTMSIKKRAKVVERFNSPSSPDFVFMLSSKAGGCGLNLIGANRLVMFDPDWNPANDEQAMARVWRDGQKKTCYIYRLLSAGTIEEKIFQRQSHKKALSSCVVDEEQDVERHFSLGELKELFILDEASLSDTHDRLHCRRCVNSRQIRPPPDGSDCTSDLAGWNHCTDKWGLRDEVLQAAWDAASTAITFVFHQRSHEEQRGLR
ERAP1 inh: ERAP1 (human) enzyme inhibition; Q9NZ08; recombinant ERAP1, Leu-AMC fluorescence, 60 min; inhibition, % at 10.7 µM; actives 0.15% (n = 340,000); AID 652197;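 active = mean replicate inhibition of at least 30%, or all replicates individually reaching that 30% level; inactive = mean below 30% and not every replicate reaching it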;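 also: 0% = neutral control wells and 100% = L-leucinethiol positive control wells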
Cneo AK release: Cryptococcus neoformans lysis via adenylate kinase release; C. neoformans lysis, adenylate kinase release luminescence, 4 h; normalised: neutral wells 0, clomiphene wells 100; lysis activity, % at 15 µM; actives 0.2% (n = 360,000);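 active = mean lysis activity across replicates of at least 80%, whatever share of replicates individually reach that level; inactive = mean lysis activity below 80%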
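Test system: log-phase Cryptococcus neoformans yeast cells. Input: 5 × 10^6 yeast cells/mL. Medium: fresh YPD growth medium. Doses: single dose. Incubation: static 4 h at 37 °C with compound, 1 h detection. Measured by: luminescent adenylate kinase detection reagent. Read-out: signal increase indicating cell lysis. Benchmarks: Clomiphene.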
RAD52 inh: inhibitors of human RAD52 DNA annealing; inhibition, % at 18.7 µM; actives 0.46% (n = 360,000); recombinant RAD52 DNA annealing, FRET fluorescence;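 active = every replicate showing at least 50% inhibition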
* marks the source's active call; other numbers are inactive results; nt = no result given; & = joins results of further samples; [ ] = remark or other dose. Rows were taken by chance. Share with any hit: about 1.4%.

Sample of the layout, 9 compounds:
SMILES | E-sel inducer | PGC1a acetyl inh | PglD inh | miR-122 sensor | RAD54 branch | ERAP1 inh | Cneo AK release | RAD52 inh
COc1ccc(C2=NS(=O)(=O)N(C)C(C(=O)N3CCOCC3)=C2)cc1OC | -0.1 | -1 | 3 | -4 | 6 | 7 | 0 | 2
CC1(C)CC(=O)CC(=Nc2ccc3[nH]c(=O)[nH]c3c2)C1 | nt | -8 | -6 | nt | 2 | nt | 0 | nt
O=C(Nc1ccccc1C(=O)N1CCOCC1)c1cc2ccccc2o1 | nt | nt | -2 | nt | -6 | -2 | 2 | -14
O=C(CCc1ccccc1)N=C1SC2CS(=O)(=O)CC2N1Cc1ccccc1 (stereo not given) | nt | -3 | nt | -4 | nt | 2 | nt | -5
CCn1cc(/C=C(\NC(=O)c2ccc(OC)cc2)C(=O)N2CCN(C)CC2)c2ccccc21 | nt | -6 | -5 | 1 | 1 | 4 | 2 | -9
CC(C)(C)OC(=O)[C@H](Cc1ccccc1)NC(=O)c1[nH]cnc1C(=O)N[C@@H](Cc1ccccc1)C(=O)OCc1ccccc1 | nt | -3 | -6 | 24 | 7 | 3 | -1 | 0
O=C(COC(=O)/C=C/c1c(F)cccc1Cl)NCC1CCCO1 (stereo not given) | nt | nt | 2 | nt | -2 | -1 | 1 | -8
C[C@H](CO)N1C[C@H](C)[C@@H](CN(C)S(=O)(=O)c2ccc3ccccc3c2)OCc2cnnn2CCCC1=O | -0.8&-0.1 | -5&2&7 | 1&-2&1 | -4 | -3&8&-4 | -3&1&1 | 0&1&2 | -9&5&-10
CCCCN(C(C)=O)C1CC(=O)N(c2ccc(OCCC)cc2)C1=O (stereo not given) | nt | 4 | -3 | nt | -9 | -3 | 1 | -3

Main list, from the first entry:
SMILES | E-sel inducer | PGC1a acetyl inh | PglD inh | miR-122 sensor | RAD54 branch | ERAP1 inh | Cneo AK release | RAD52 inh
COc1ccc(C2=NS(=O)(=O)N(C)C(C(=O)N3CCOCC3)=C2)cc1OC | -0.1 | -1 | 3 | -4 | 6 | 7 | 0 | 2
CC1(C)CC(=O)CC(=Nc2ccc3[nH]c(=O)[nH]c3c2)C1 | nt | -8 | -6 | nt | 2 | nt | 0 | nt
O=C(Nc1ccccc1C(=O)N1CCOCC1)c1cc2ccccc2o1 | nt | nt | -2 | nt | -6 | -2 | 2 | -14
O=C(CCc1ccccc1)N=C1SC2CS(=O)(=O)CC2N1Cc1ccccc1 (stereo not given) | nt | -3 | nt | -4 | nt | 2 | nt | -5
CCn1cc(/C=C(\NC(=O)c2ccc(OC)cc2)C(=O)N2CCN(C)CC2)c2ccccc21 | nt | -6 | -5 | 1 | 1 | 4 | 2 | -9
CC(C)(C)OC(=O)[C@H](Cc1ccccc1)NC(=O)c1[nH]cnc1C(=O)N[C@@H](Cc1ccccc1)C(=O)OCc1ccccc1 | nt | -3 | -6 | 24 | 7 | 3 | -1 | 0
O=C(COC(=O)/C=C/c1c(F)cccc1Cl)NCC1CCCO1 (stereo not given) | nt | nt | 2 | nt | -2 | -1 | 1 | -8
C[C@H](CO)N1C[C@H](C)[C@@H](CN(C)S(=O)(=O)c2ccc3ccccc3c2)OCc2cnnn2CCCC1=O | -0.8&-0.1 | -5&2&7 | 1&-2&1 | -4 | -3&8&-4 | -3&1&1 | 0&1&2 | -9&5&-10
CCCCN(C(C)=O)C1CC(=O)N(c2ccc(OCCC)cc2)C1=O (stereo not given) | nt | 4 | -3 | nt | -9 | -3 | 1 | -3
CC1CC(C)CN(C(=O)C2CCC(CNc3c(N4CCCCC4)c(=O)c3=O)CC2)C1 (stereo not given) | nt | 11 | nt | 2 | nt | 0 | nt | -10
Cc1ccc(CNS(=O)(=O)c2ccc3c(c2)C(C)(C)C(=O)N3C)cc1 | 0.0 | -3 | 4 | 2 | -1 | -1 | -3 | -5
O=C(COC(=O)c1oc2ccccc2c1COc1ccccc1)NCCN1C(=O)CSC1=O | -0.3 | 19 | 7 | 6 | -4 | -1 | -1 | -19
CSc1ccccc1C(=O)NC1CCSc2ccccc21 (stereo not given) | nt | nt | -5 | 1 | 1 | -1 | -2 | -26
Cc1ccc(C)c(N2CCN(S(=O)(=O)c3ccc4c(c3)OCCO4)CC2)c1 | nt | 0 | -3 | -3 | 2 | nt | 4 | nt
CCN(c1ccc(OC)cc1)S(=O)(=O)N1CCCC(C(=O)NCc2ccc(OC(C)C)cc2)C1 (stereo not given) | 0.3 | -9 | nt | -4 | 1 | 6 | 2 | -9
CC(C)NC(=O)c1cc(-c2ccco2)on1 | nt | 0 | 8 | nt | -2 | 13 | 2 | -4
CC1(C)Cc2c(C#N)c(SCCC#N)nc(N3CCOCC3)c2CO1 | 0.4 | -2 | 1 | -8 | 0 | -2 | 3 | -12
O=C(C[C@H]1CC[C@@H]2[C@H](COC[C@H](O)CN2Cc2nccs2)O1)NCc1ccccc1F | 0.0 | 2 | -2 | 4[16.7 µM] | 4 | 0 | 3 | -5
COc1ccc2c3c([nH]c2c1)[C@@H](CO)N(S(=O)(=O)c1ccc(C)cc1)CC31CN(C(=O)Cc2cccnc2)C1 | -0.4 | -6 | nt | nt | nt | 1 | nt | 6
CCOC(=O)c1ccc(NC(=O)CN2C(=O)CCC2=O)cc1 | nt | 8 | 3 | -4 | -8 | nt | 1 | nt
Cc1nn(Cc2ccc(Cl)cc2)c2sc(C(=O)O)cc12 | -0.8 | -2 | nt | -4 | nt | -2 | nt | -1
CCOC(=O)CN(C(=O)CSc1nnc(CNc2ccc(C)cc2C)o1)c1ccccc1 | nt | -6 | 3 | -5 | -10 | 6 | 1 | -7
CCC1CCCCN1CCCNC(=O)C1CCN(c2nnc(-n3cccc3)s2)CC1 (stereo not given) | nt | -4 | 1 | -2 | -5 | 3 | 1 | 20
CCN(CC)S(=O)(=O)c1ccc(C(=O)Oc2ccc3c(c2)OCO3)cc1 | nt | nt | -4 | 5 | -5 | nt | 2 | nt
O=C(O)c1ccccc1C(=O)NC1=NN(c2ccccc2)CC1 | 0.0 | 0 | 1 | -1 | -5 | 1 | 0 | -14
CC1=C(C(=O)Nc2ccccc2)C(c2ccc3c(c2)OCO3)C2=C(CCCC2=O)N1 (stereo not given) | nt | -27 | 2 | 1 | 9 | nt | 6 | nt
N#Cc1cccc(NC(=O)CNc2cccc(S(=O)(=O)N3CCCC3)c2)c1 | -1.1 | -3 | 14 | 14 | -3 | -2 | 0 | -9
COc1cc2c(C(=O)N3CCN(c4ccccc4F)CC3)cn(C)c(=O)c2cc1OC | -0.4 | 1 | nt | -7 | nt | 3 | nt | -8
COc1ccc(S(=O)(=O)Nc2ccc3c(c2)CC(=O)N([C@H](C)CO)C[C@H](C)[C@@H](CN(C)S(=O)(=O)c2ccc(C)cc2)O3)cc1 | 0.1 | 4 | -2 | -8[16.7 µM] | 6 | 0 | -6 | 6
O=C(NCC(O)c1nc2ccccc2[nH]1)c1cc2ccccc2[nH]1 (stereo not given) | 0.1 | -7 | -5 | -4 | -10 | 0 | -28 | -2
CCOCCCNc1ccc(N2C(=O)CCCC2=O)cc1[N+](=O)[O-] | 0.0 | 25 | -1 | -4 | 2 | 5 | -3 | -4
CN1CCN(S(=O)(=O)c2cc(Cl)c(Cl)cc2Cl)CC1 | -0.1 | 28 | 5 | -2 | -1 | 3 | 4 | -13
O=C(NNCc1ccccc1)c1ccccn1 | -4.2 | -4 | 7 | nt | -7 | -3 | 0 | -7
CS(=O)(=O)N(CC(=O)N1CCOCC1)Cc1ccc(Cl)cc1 | nt | 7 | 0 | -2 | 0 | nt | -1 | nt
O=C(Cc1ccc(Cl)cc1)Nc1ccccc1C(=O)N1CCCCC1 | 0.2 | 0 | 3 | -2 | -1 | 0 | 2 | -17
COc1ccc(-n2ncc3c(N(C)C4CCCCC4)ncnc32)cc1 | 0.1 | 0 | 0 | -2 | -17 | -3 | -9 | 2
Cc1cc(C)cc(OCCNC(=O)C2CCN(S(=O)(=O)c3ccccc3)CC2)c1 | -0.2 | -4 | 5 | -4 | -4 | 1 | 0 | -7
COc1ccc(S(=O)(=O)N(C)C[C@H]2Oc3ccc(NC(=O)CCCN(C)C)cc3CC(=O)N([C@H](C)CO)C[C@@H]2C)cc1 | -0.1 | -7 | -1 | -1[16.7 µM] | 1 | -2 | -5 | -2
CCc1nc(N2CCN(C(=O)c3ccccc3)CC2)c(C#N)c2c1COC(C)(C)C2 | nt | -6 | -2 | 5 | 0 | nt | -2 | nt
COc1ccc(NC(=O)N/C=C/c2ccco2)cc1 | nt | 18 | -2 | -3 | -6 | -2 | -16 | -50
COc1cc2c(cc1OC)CN(C(=O)Cc1ccc(OC)c(S(=O)(=O)N3CCOCC3)c1)CC2 | nt | 7 | -4 | -4 | -25 | nt | 2 | nt
CC(C)(C)c1ccc(NC(=O)Cn2cnc3cc([N+](=O)[O-])ccc3c2=O)cc1 | nt | -3 | nt | -4 | nt | -11 | nt | -23
O=C([C@H]1[C@H](CO)[C@H]2Cn3c(ccc(C4=CCCC4)c3=O)[C@H]2N1Cc1nccs1)N1CCOCC1 | -0.1 | nt | 5 | nt | 6 | 1 | 4 | -83
CC(C)(C)OC(=O)N1CCC(c2c(C(=O)N3CCN(C4CCCCC4)CC3)cnn2-c2ccc(F)cc2)CC1 | nt | 5 | 3 | -4 | -14 | 0 | 0 | -6
CNC(=O)CS(=O)(=O)CC(=O)Nc1cc(OC(C)C)c(Cl)cc1Cl | nt | -5 | nt | 3 | nt | 1 | nt | -12
C/C=C/c1ccc2c(c1)O[C@H](CN(C)S(C)(=O)=O)[C@H](C)CN([C@H](C)CO)S2(=O)=O | -0.1 | -1 | 1 | 20[16.7 µM] | -3 | 1 | -5 | 1
CCN(CC)c1ccc(S(=O)(=O)N2CCOCC2)cc1NC(=O)COC(=O)c1cccnc1SC | -0.2 | 5 | 1 | -3 | -16 | -7 | 1 | -10
CCOC(=O)N1CCN(C(=O)c2oc3ccc(S(=O)(=O)N4CC(C)CC(C)C4)cc3c2C)CC1 (stereo not given) | nt | 0 | -3 | -6 | 3 | nt | -1 | nt
CN1CCc2c(sc(NC(=O)c3cc(Cl)sc3Cl)c2C(N)=O)C1 | nt | -15 | -1 | -9 | 38 | 3 | 0 | -37
Cc1noc(C)c1S(=O)(=O)Nc1ccc2c(c1)C(=O)N([C@H](C)CO)C[C@H](C)[C@H](CN(C)C(=O)Nc1ccc(C(F)(F)F)cc1)OCCCC[C@H](C)O2 | 0.0 | -6 | -1 | 7[16.7 µM] | -7 | 3 | 2 | -37

The list goes on.
SMILES | E-sel inducer | PGC1a acetyl inh | PglD inh | miR-122 sensor | RAD54 branch | ERAP1 inh | Cneo AK release | RAD52 inh
COc1cc(NC(=O)c2cc(-c3ccco3)on2)cc(OC)c1OC | nt | nt | -2 | nt | 8 | -2 | 1 | -9
Cn1c(=O)c2c(nc(SCCCC#N)n2Cc2ccccc2F)n(C)c1=O | 1.6 | 35 | 10 | -8 | -3 | nt | 1 | 4
Cn1nccc1C(=O)N1CCCC(C(=O)c2ccc(C(F)(F)F)cc2)C1 (stereo not given) | nt | 2 | -2 | 5 | -6 | 1 | 5 | -3
C[C@@H]1CCCCO[C@H](CN(C)Cc2ccc3c(c2)OCO3)[C@H](C)CN([C@H](C)CO)C(=O)c2cc(NS(=O)(=O)c3cccs3)ccc2O1 | -0.2 | 31&3 | 0&-2 | -7&-2[16.7 µM] | -1&-3 | nt | 2&-17 | nt
CCOc1ccc(N(C)S(=O)(=O)c2cc(-c3cc(C)no3)ccc2CC)cc1 | nt | -5 | -8 | 14 | 5 | -2 | 7 | -7

Assay outcomes: PubChem BioAssay, Broad Institute
